# Screening results as filed in PubChem BioAssay.
# Apoferritin bind: binds horse apoferritin like a general anesthetic. P02791. apoferritin/1-aminoanthracene competitive binding, fluorescence. Potency, µM (series often up to 77.5 µM), without a hit: top-dose activity change, negative = displacement, most hits filed as inhibitors. actives 0.074% (n = 350,000). AID 485281; note: potency is the fitted concentration of half-maximal effect; % is set by controls: 0 for no effect and ±100 for the full control effect; nearly all actives have a fitted effect of over 20% in size
# Target sequence (P02791 2-175 limits assumed): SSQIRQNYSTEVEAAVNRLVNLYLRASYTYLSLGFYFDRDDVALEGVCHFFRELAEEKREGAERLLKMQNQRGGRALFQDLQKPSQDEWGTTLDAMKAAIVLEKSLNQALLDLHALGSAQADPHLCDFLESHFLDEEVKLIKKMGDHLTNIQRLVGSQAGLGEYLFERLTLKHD
#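 Horse-spleen apoferritin (10 uM) in 50% saturated 1-aminoanthracene in PBS was incubated 10 min at room temperature with compound. Fluorescence (ex 380, em 535 nm) was normalized to free and bound 1-AMA, with concentration-response fitted by a four-parameter Hill equation.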
# 12-LOX inh: ALOX12 (human) lipoxygenase inhibition; Potency, µM (titrated, usually from 108 µM), inactives show at the top dose activity change, negative = inhibition, actives largely listed as inhibitors; purified 12hLO, xylenol orange hydroperoxide absorbance; P18054; AID 1671190; actives 1.1% (n = 580,000); note: potency is the fitted concentration of half-maximal effect; % is set by controls: 0 for no effect and ±100 for the full control effect
#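 Purified human 12hLO (150 nM final) in 25 mM Hepes, 0.01% Triton X-100, pH 7.0 was preincubated 15 min at room temperature with compound. Then 40 uM arachidonic acid was added, 30 min. Hydroperoxide was read by Fe-XO absorbance ratio 573/405 nm.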
# Pol eta inh: DNA polymerase eta (human) inhibition. Q9Y253. recombinant Pol eta, fluorescent DNA replication assay. Potency, µM (top dose mostly 114 µM), for the others: top-dose activity change, negative = inhibition, usual class: inhibitors. actives 1.2% (n = 390,000). AID 588591; note: potency is the fitted concentration of half-maximal effect; % is set by controls: 0 for no effect and ±100 for the full control effect
#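 Pol eta (10 nM) was preincubated with compounds for 15 min at room temperature, after which fluorescent replication substrate (50 nM final) was added to start the reaction. Fluorescence was read kinetically at 0 and 10 min.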
# RGS4 inhibitor: human RGS4 inhibition; Potency, µM (top dose mostly 114 µM), without a hit: at the highest dose activity change, negative = inhibition, actives largely listed as inhibitors; actives 0.039% (n = 390,000); P49798; Transcreener GDP fluorescence polarization, RGS4-accelerated GTP hydrolysis; note: potency is the fitted concentration of half-maximal effect; % is set by controls: 0 for no effect and ±100 for the full control effect; nearly all actives have a fitted effect of over 75% in size; some results filed as inactive show a strong effect at the top dose
#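 MLSMR compounds (23 nl, pin-transferred) preincubated 10 min at room temperature with a 500nM (2x) first reagent, then RGS4 at 900nM (2x) plus Transcreener GDP mix added; fluorescence polarization (620/688 nm) read before and after 90 min at 30 °C.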
# LDHA block: inhibitors of human lactate dehydrogenase A | P00338 | purified LDHA, NADH/diaphorase-resazurin fluorescence; stronger effect = lower value | activity change, % (values are at about 110 or 230 µM) | actives 0.15% (n = 480,000) | AID 1347041; in the data active = activity change below about -30%; inconclusive = mostly about -25% to -30%;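 note: plate controls were DMSO wells for no effect and wells without enzyme for full effect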
#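 Remaining NADH was detected by diaphorase (0.133 mg/mL) converting 37 µM resazurin to fluorescent resorufin, read at 0 and 20 minutes. The preceding 5-minute room-temperature reaction used 2 nM LDHA, 0.2 mM sodium pyruvate and 0.06 mM NADH at pH 7.4.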
# APE1 inh: APE1 (human) endonuclease inhibition. AID 2517. Potency, µM (titrated, usually from 65.8 µM), for the others: at the top dose activity change, negative = inhibition, actives largely listed as inhibitors. actives 0.35% (n = 350,000). recombinant APE1, TAMRA/BHQ-2 abasic DNA cleavage fluorescence;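 note: potency is the fitted concentration of half-maximal effect; plate controls were vehicle for no effect and reference inhibitor for full effect; nearly all actives have a fitted effect of over 55% in size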
#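 Measures dequenching upon AP-site incision of a 5'-TAMRA/3'-BHQ-2 THF-containing duplex, 50 nM; human APE1 0.75 nM after 15 min room-temperature exposure to compound; kinetic three-point read at one-minute spacing.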
# Pol beta inh: blocks human DNA polymerase beta activity; P06746; Pol beta primer extension/strand displacement, fluorescence kinetic; Potency, µM (doses to about 114 µM), inactives show top-dose activity change, negative = inhibition, actives largely listed as inhibitors; actives 1.3% (n = 340,000); AID 485314; note: potency is the fitted concentration of half-maximal effect; % is set by controls: 0 for no effect and ±100 for the full control effect
#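 Values derive from four-parameter Hill fits of normalized kinetic data: reads at 0 and 10 min following addition of 50 nM substrate to 10 nM Pol beta preincubated 15 min with compound.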
# POLK inh: inhibitors of human DNA polymerase kappa; Potency, µM (top dose mostly 107 µM), without a hit: top-dose activity, negative = inhibition, usual class: inhibitors; actives 0.53% (n = 400,000); purified Pol kappa, fluorescent DNA synthesis assay, 10 min; Q9UBT6; note: potency is the fitted concentration of half-maximal effect; % is set by controls: 0 for no effect and ±100 for the full control effect
# Target sequence (Q9UBT6 whole entry, looked up): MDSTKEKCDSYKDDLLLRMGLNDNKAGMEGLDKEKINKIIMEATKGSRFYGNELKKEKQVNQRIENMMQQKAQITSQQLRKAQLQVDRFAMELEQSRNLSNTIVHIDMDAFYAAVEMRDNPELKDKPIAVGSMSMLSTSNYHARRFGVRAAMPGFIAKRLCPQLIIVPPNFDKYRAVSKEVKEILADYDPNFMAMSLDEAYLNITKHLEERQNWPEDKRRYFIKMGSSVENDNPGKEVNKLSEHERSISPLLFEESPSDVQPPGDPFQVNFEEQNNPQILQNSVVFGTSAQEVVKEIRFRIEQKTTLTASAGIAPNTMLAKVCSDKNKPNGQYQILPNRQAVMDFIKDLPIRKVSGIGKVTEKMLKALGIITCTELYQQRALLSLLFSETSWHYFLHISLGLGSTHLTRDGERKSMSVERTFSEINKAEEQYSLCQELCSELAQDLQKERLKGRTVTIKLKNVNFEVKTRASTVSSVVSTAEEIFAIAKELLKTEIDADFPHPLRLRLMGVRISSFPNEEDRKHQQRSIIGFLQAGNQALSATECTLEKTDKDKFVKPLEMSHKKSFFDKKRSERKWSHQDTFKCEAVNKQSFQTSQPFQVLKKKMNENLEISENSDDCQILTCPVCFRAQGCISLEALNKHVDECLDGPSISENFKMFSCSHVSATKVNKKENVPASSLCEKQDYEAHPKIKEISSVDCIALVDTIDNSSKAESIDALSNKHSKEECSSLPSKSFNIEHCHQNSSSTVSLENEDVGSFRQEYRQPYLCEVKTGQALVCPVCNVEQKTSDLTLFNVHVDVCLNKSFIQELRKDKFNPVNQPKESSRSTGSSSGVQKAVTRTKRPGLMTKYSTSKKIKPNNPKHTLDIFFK
#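 10 nM Pol kappa was preincubated with compounds for 15 min at room temperature. Reaction started with 50 nM (final) substrate. Fluorescence read kinetically at 0 and 10 min.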
# ERG-DNA inh: ERG Ets/DNA interaction inhibition. Potency, µM (highest dose often 76.9 µM), for inactives: at the highest dose FP activity, negative = inhibition, most hits filed as inhibitors. fluorescence polarization, His-ERG Ets domain / labelled DNA. AID 624246. P11308. actives 0.028% (n = 370,000); active = well fitted inhibition curve with a large enough effect in the polarisation, with a control signal flat; inconclusive = small, poorly fitted or top-dose-only effect, or effect the other way, or a change in a side signal; inactive = no such curve, though single readings can be large or run the other way; the % refers to the polarisation;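 note: polarization taken with two DNA probes labelled with fluorescein and Texas red; potency is the fitted concentration of half-maximal effect; % of control where 0% means no effect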
#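 His-tagged ERG Ets domain (1 uM in the protein solution; 300mM KCl, 50mM Tris-HCl, 1mM EDTA, 1mM DTT, pH 7.5) received compound, then a probe mix of 5 nM fluorescein-DNA and 100nM Texas-615-DNA. Fluorescence polarization was read for both dyes.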
# * = called active by the depositor; ? = inconclusive; . = not tested or not shown; & = joins results of further samples; [ ] = remark or other dose. Unless noted, calls come from the whole dose curve; as a rule, active = well fitted curve in the direction sought with a large enough effect; inconclusive = small, poorly fitted or top-dose-only effect, or another doubt; inactive = no such curve, though single readings can be large; an effect the other way counts as inactive or inconclusive.
cpd	Compound	Apoferritin bind	12-LOX inh	Pol eta inh	RGS4 inhibitor	LDHA block	APE1 inh	Pol beta inh	POLK inh	ERG-DNA inh
1	CCn1ccc2c(OCC(=O)NCc3ccc(F)cc3)cccc2c1=O	-12.4%	-23.2%	-17.3%	3.5%	-0.1	.	-0.9%	0.2%[60.1 µM]	0.6%
2	COC(=O)C(NC(=O)c1ccccc1)=C(C)C	3.2%	296.8%[activator]	-23.1%	-49.0%[11.4 µM]	-6.6	-0.9%	-1.4%	-10.0%	-6.3%
3	COc1ccc(CCn2c(-c3ccc(OC)cc3)nc3c(c(=O)c4ccccc4n3C)c2=O)cc1	2.0%	146.1%[activator]	0.3%	4.3%	-8.7	3.6%	61.5%	-1.7%	-9.2%
4	Cc1nc(SCC(=O)NC(=O)NC(C)C)nc(C)c1C	-2.4%	0.6%	4.7%	-2.8%	-1.7	3.9%	4.0%	-16.6%	8.4%
5	CCOc1ccc(NC(=O)CCNC(=O)c2ccc(Br)cc2)cc1	-2.6%	-2.0%	-17.1%	-19.7%	-6.0	14.7%	1.0%	3.5%	12.4%
6	CN1CCC(=NNc2ncnc3sc4c(c23)CCCC4)CC1	2.6%	18.4%	-8.8%	-36.0%	1.1	12.5%	27.2%	-0.3%	-1.0%
7	CCOCCCNC(=O)Cn1cc2c(n1)-c1c(oc(C(=O)N3CCCC3)c1C)CC2	1.2%	?	-10.9%&-22.6%	-13.9%	13.2&24.6	.	-1.6%	-4.8%	1.2%
8	COCCN(C(=O)c1ccccc1F)c1nc(-c2ccc(OC)cc2)cs1	-2.4%	91.3%[activator]	-9.1%	-7.6%	-7.4	-8.5%	-0.7%	-6.6%	3.9%
9	CCn1c(SCC(=O)Nc2nc(-c3ccc(C)cc3)cs2)nnc1-c1ccccc1O	-11.5%	-26.1%	-2.9%	-12.7%	-6.1	-9.3%	0.4%	-23.8%	2.7%
10	CCOC(=O)C1=C[C@@H](C(=O)OCC)[C@@H]2C3=C(C(=O)C2(C)C)[C@H](c2ccccc2)[C@@H]2C(=O)N(c4ccccc4)C(=O)[C@@H]2[C@@H]3C1	-21.5%	.	.	-4.1%	.	-0.9%	.	-4.1%	.
11	O=C(/C=C/c1cccc(Cl)c1Cl)OCC(=O)N1CCOCC1	.	-19.1%	-1.6%	5.3%	0.4	13.3%	.	7.0%	-4.4%
12	COc1ccc(NC(=O)Cn2nnc(C(=O)NCc3ccco3)c2N)cc1	-11.4%	9.0%	-13.4%	-3.7%	-2.1	2.9%	8.1%	2.7%	-0.6%
13	COC(=O)CC1NCCc2cc(OC)c(OC)cc21 (stereo not given)	2.9%	-3.7%	-8.8%	0.3%	-0.1	-2.9%	1.6%	7.4%	8.7%
14	O=C(CCN1CCCCO1)N1CCCC(Nc2ccc(F)cc2)C1 (stereo not given)	-3.7%	2.4%	-15.1%	12.8%	2.0	11.6%	26.0%	-4.4%	-9.4%
15	CN(c1ccc(OCc2nnc(-c3ccccc3)o2)cc1)S(=O)(=O)c1ccccc1	31.6%[activator]	4.8%	-12.2%	14.4%	-8.9	-5.0%	3.0%	-14.8%	-5.9%
16	Cc1cccc(CNC(=O)CSCc2cnn(-c3ccccc3)c2-n2cccc2)c1	4.5%	-10.1%	.	-10.2%	0.8	.	-1.1%	-14.4%	-11.0%
17	O=S(=O)(c1ccc(NC(=S)N/N=C/c2ccc(N3CCOCC3)cc2)cc1)N1CCOCC1	166.2%[activator]	-14.6%	-8.5%	-20.9%	-9.0	-8.1%	32.6%	-2.2%	.
18	CCC[C@@H](CN1CCC[C@H]1CN1C(N)=NC[C@@H]1Cc1ccccc1)N1C[C@@H](Cc2ccccc2)N(CCc2ccc(Cl)c(Cl)c2)C1=N	.	?	-11.0%	-22.9%	-1.0	18.3%	.	2.9%	10.0%
19	CO/N=C\c1cc(C(=O)c2ccc(Cl)cc2Cl)cn1C	-9.1%	-24.9%	-17.5%	3.1%	-5.5	-2.9%	2.4%	-8.3%	-0.8%
20	Cc1cccc(N2CCN(C(=O)CCn3c(=O)[nH]c4ccccc4c3=O)CC2)c1C	-17.6%	-16.4%	-8.3%	5.6%	-7.2	11.0%	11.9%	-8.0%	-2.1%
21	CN1CCN(C(=O)c2cnn(-c3ccccc3)c2NC(=O)c2ccccc2Cl)CC1	-1.0%	0.0%	-1.5%	20.4%	-4.2	-3.5%	-21.1%	-16.2%	-4.5%
22	Cc1cccc(N2CCN(c3ncnc4c3nc3n4CCCCC3)CC2)c1C	3.1%	-19.9%	?	10.0%	-5.7	.	3.5%	0.4%	2.4%
23	S=C(Nc1ccccc1)Nc1ccc(OCc2ccc(Cl)cc2Cl)cc1	-9.2%	-13.5%	-11.2%	-46.7%	0.1	-2.1%	4.7%	-2.1%	6.8%
24	NC(=S)N/N=C/c1coc2cc(Cl)ccc2c1=O	-8.3%	-13.8%	1.8%	9.0%	-3.4	4.0%	-10.7%	-0.4%	-1.7%
25	N/C(=N\OC(=O)c1ccccc1)c1ccncc1	-8.9%	-5.1%	-4.8%	-13.5%	-5.4	15.3%	-0.4%	-2.7%	2.8%
26	CCOC(=O)C1CCN(C(=O)c2cc(COc3ccc(OC)c4ccccc34)on2)CC1	-12.0%	-1.4%	-2.4%	32.4%	6.4	-2.2%	19.9%	-7.2%	-9.8%
27	O=C(CSC1CCCCC1)Nc1nccs1	?	-9.7%	-13.3%	-25.9%	-2.4	-2.2%	?	-0.7%	-5.9%
28	N#Cc1c(NC(=O)c2cc3nc(-c4ccc(Br)cc4)cc(C(F)(F)F)n3n2)sc2c1CCCC2	-3.9%	-3.1%	18.5%	-46.4%	-3.9	.	-18.0%	1.5%[60.1 µM]	0.7%
29	Cc1ccc(Cl)cc1NC(=O)c1ccc(Cn2cc(Cl)cn2)cc1	-2.8%	-9.8%	-19.9%	-8.5%	-1.4	-3.7%	-16.9%	-3.7%	-0.3%
30	CC(=O)C(N=Nc1ccccc1)(Sc1nnc(-c2ccccc2)n1-c1ccccc1)C(C)=O	-23.5%	0.0%	-27.1%	1.8%	-4.5	-5.6%	12.4%	-11.4%	-3.7%
31	CCN(CCn1cccn1)C(=O)c1ccc2nc(Cc3ccc(OC)cc3)oc2c1	-7.7%	-11.3%	-5.4%	-0.7%	0.6	51.4%	-25.4%	2.0%	10.5%
32	COc1cccc(-c2noc(CCC(=O)NCCc3ccccc3)n2)c1	-15.6%	.	1.2%	31.8%	1.1	1.2%	23.9%	-7.2%[60.1 µM]	2.8%
33	Cc1ccc(S(=O)(=O)/N=C(\Sc2ccccc2)c2ccccc2)cc1	-21.9%	1.7%	-2.4%	-42.6%	-8.7	-3.3%	25.6%	-12.9%	1.9%
34	COC(=O)CSc1[nH]c2ccccc2c1[N+](=O)[O-]	8.4%	-8.6%	-3.3%	-23.8%	-3.4	1.2%	1.3%	-11.3%	6.1%
35	CCOc1cc(C2NC(=O)NC(O)(C(F)(F)F)C2C(=O)c2ccc(Cl)cc2)ccc1O (stereo not given)	-10.4%	?	-0.9%	-4.8%	-0.9	14.5%	23.4%	-5.5%	.
36	COc1cccc(Cn2nnc(C(=O)NCCc3ccc(Cl)cc3)c2N)c1	?	44.4%	2.4%	16.5%	-14.7	4.2%	9.6%	-14.0%	12.3%
37	Cc1cc(C)c(NC(=O)c2cc3c(=O)n4ccccc4nc3n2C)c(C)c1	2.9%	-20.9%	-21.5%	-8.2%	-10.9	.	1.1%	-6.6%	5.0%
38	COc1ccc(CC(=O)NCc2nnc(SCC(=O)Nc3ncc(C)s3)n2C)cc1	-11.6%	9.9%	-13.2%	-89.4%[56.9 µM]	-1.7	-4.6%	0.8%	-3.0%	12.7%
39	COc1cccc(OC)c1C(=O)OCc1c(-c2ccccc2)ncc2ccccc12	.	1.1%	-8.1%	25.6%	-5.0	-14.6%	.	-18.9%	-3.0%
40	COc1cccc(OCC(O)CN2CCC(Cc3ccccc3)CC2)c1 (stereo not given)	-13.4%	0.0%	-18.9%	5.7%	-2.1	-5.2%	8.7%	-7.9%	10.0%
41	O=[N+]([O-])c1cc([N+](=O)[O-])c(Oc2cc(Cl)cc(Cl)c2)cc1NN1CCCCC1	.	1.2%	-4.5%	-21.6%	3.3	24.6%	.	11.7%	-0.8%
42	O=C(COC(=O)c1ccc2ncsc2c1)NC(=O)NCc1ccccc1	?	5.1%	-21.8%	-0.6%	-3.3	?	-2.3%	-6.4%	-2.3%
43	CC(=Nc1ccc(C)c(C)c1)C1=C(O)CCC1=O	-20.4%	1.0%	0.2%	-17.8%	-7.6	0.6%	-12.4%	-3.1%	4.8%
44	CCC(=O)Nc1c2c(nn1-c1ccccc1)CSC2	1.2%	20.1%	-21.6%	21.7%	-10.8	24.3%	9.5%	-2.7%	-3.2%
45	Cc1csc(NC(=O)c2ccco2)n1	3.9%	465.0%[activator]	-13.4%	-4.5%	-8.8	2.5%	-6.4%	-6.4%	-4.3%
46	COc1ccc(N2CCN(c3csc4ccccc4c3=O)CC2)cc1	-7.8%	?	-4.2%	-1.9%	2.3	.	4.3%	-2.8%[60.1 µM]	2.2%
47	Cc1nn(C)c(C)c1CNC(=O)/C=C/c1ccccc1F	-7.8%	3.3%	-19.9%	-4.9%	-2.0	2.2%	24.1%	-10.2%	-9.6%

# Some of the compounds tested; count on the stated rates, not on these rows.
